High-throughput results (PubChem)
OXTR agonist: agonists of human oxytocin receptor | activation, % at 3 µM | hit rate 0.32% among 320,000 | AID 2435 | CHO-OTR cells, Fluo-8 calcium fluorescence; normalized: DMSO 0%, oxytocin 100%;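 active = activation above the mean of all tested compounds plus 3 SD, cutoff set per screening run, cut at about 20% in these data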;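 note: peak over basal fluorescence ratio from a 100 s FLIPR kinetic read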
Target sequence (P30559 whole entry, looked up): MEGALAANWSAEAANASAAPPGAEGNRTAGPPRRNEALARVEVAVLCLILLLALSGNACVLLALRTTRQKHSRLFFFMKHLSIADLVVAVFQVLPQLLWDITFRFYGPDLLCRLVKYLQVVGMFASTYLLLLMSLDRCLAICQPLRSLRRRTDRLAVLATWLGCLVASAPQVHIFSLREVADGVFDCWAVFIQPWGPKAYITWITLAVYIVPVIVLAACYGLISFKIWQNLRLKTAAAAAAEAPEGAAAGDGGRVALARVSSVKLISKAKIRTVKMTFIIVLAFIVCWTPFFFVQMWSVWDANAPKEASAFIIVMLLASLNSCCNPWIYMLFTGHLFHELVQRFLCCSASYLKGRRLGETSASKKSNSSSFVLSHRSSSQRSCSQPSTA
OXTR potentiator: human OXTR potentiation | CHO-OTR cells, Fluo-8 calcium fluorescence, potentiator mode; 0% = oxytocin EC15, 100% = EC100 | activation, % at 3 µM | hit rate 0.061% among 320,000 | AID 2445;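 active = activation above that plate's cutoff, the mean activation of tested compounds plus 3 SD, cut at about 6.6% in these data, passing the limit was not always enough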;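 note: 100% uses oxytocin at 75 nM as the full agonist control; some results filed as inactive read as strong as hits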
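assay system = CHO-OTR cells, human receptor | schedule = compound 6 min at room temperature before oxytocin, 100 s read | detection = Fluo-8 intracellular calcium fluorescence, ex 470-495, em 515-575 nm | evaluation = normalized max/min fluorescence ratio, % activation | control set = EC15 oxytocin alone as 0%, 75 nM oxytocin (EC100) as 100%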
V1aR counter: counter-screen for oxytocin receptor agonists: human V1a receptor agonists | hit rate 0.25% among 320,000 | activation, % at 3 µM | AID 2797 | CHO-V1R cells, Fluo-8 calcium fluorescence, agonist mode; 0% DMSO, 100% 3 nM vasopressin | P37288;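 active = activation above the mean activation of all tested compounds plus 3 SD, per screening run, cut at about 20% in these data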;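 note: signal is peak over basal fluorescence ratio across a 100 second FLIPR read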
MEKK2mut PB1 HTS: signal of MEK5 binding to mutant human MEKK2 PB1 domain; percent response, % at 10 µM; AID 1530; bead flow cytometry, Alexa488-MEK5 binding to MEKK2 mutant; hit rate 0.35% among 290,000; in the data active = percent response above about 24%, passing the limit was not always enough; note: inactives centre near 1; some results filed as inactive read as strong as hits
GalR3 antagonist: blocks the human galanin receptor 3 | O60755 | HEK293 GalR3-CNG cAMP membrane potential fluorescence; galR3 body fused to GalR1 C-terminus | inhibition, % at 3 µM | hit rate 0.44% among 360,000 | AID 651719;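 active = inhibition above the screen-wide average plus 3 SD, cut at about 13% in these data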;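 note: forskolin and galanin both at EC90 stimulate the cells; cAMP rise reported by CNG channel membrane potential dye signal; 0% = forskolin plus galanin with DMSO and 100% = forskolin alone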
Target sequence (O60755 1-299 limits assumed): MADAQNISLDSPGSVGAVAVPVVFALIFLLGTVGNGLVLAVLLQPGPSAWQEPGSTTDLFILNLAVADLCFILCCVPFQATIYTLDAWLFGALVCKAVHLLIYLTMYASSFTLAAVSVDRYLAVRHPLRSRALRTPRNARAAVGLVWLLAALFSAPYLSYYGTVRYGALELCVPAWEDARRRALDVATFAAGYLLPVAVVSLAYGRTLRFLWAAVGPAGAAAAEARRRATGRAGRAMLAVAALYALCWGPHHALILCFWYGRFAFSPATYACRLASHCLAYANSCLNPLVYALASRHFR
GPR7 antagonist: blocks human GPR7 receptor signaling | hit rate 1.1% among 290,000 | GPR7-expressing cells, fluorescence antagonist assay | P48145 | AID 1861 | inhibition, % at 4.4 µM; in the data active = inhibition above about 16%, passing the limit was not always enough;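 note: cells stimulated with the agonist NPW; 0% = agonist with vehicle and 100% = vehicle without agonist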
Target sequence (P48145 whole entry, looked up): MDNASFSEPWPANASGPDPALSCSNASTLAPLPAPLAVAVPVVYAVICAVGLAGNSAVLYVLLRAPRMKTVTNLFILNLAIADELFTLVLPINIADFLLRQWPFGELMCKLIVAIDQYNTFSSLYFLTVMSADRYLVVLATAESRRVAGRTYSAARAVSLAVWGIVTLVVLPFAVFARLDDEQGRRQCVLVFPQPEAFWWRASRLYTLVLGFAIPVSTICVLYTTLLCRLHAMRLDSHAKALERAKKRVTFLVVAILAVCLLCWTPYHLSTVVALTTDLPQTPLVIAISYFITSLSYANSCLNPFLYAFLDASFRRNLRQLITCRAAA
MEKK2wt PB1 HTS: raises or lowers MEK5 binding to wildtype human MEKK2 PB1 domain; Q9Y2U5; AID 1531; hit rate 1.1% among 290,000; bead flow cytometry, Alexa488-MEK5 binding to MEKK2 WT; actives lie on both sides; binding response (% of control), % at 10 µM; in the data active = binding response below about 67% or above about 130%
PfM18AAP inh: blocks P. falciparum M18 aspartyl aminopeptidase. recombinant PfM18AAP, H-Glu-NHMec fluorogenic cleavage. inhibition, % at 7.35 µM. hit rate 1.2% among 290,000. AID 1822;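 active = inhibition above the campaign mean inhibition over all tested compounds plus 3 SD, cut at about 28% in these data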;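 note: 0% = plate median of test compound wells and 100% = 2 mM ZnCl2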
NALP1 inh: inhibitors of NALP1 inflammasome in yeast. S. cerevisiae NALP1/ASC/caspase-1 growth, X-gal OD620, 72 h. inhibition, % at 10 µM. hit rate 0.61% among 280,000. AID 2071; in the data active = inhibition mostly above about 24%, no sharp cut-off; inactive = mostly below about 32%; note: some compounds called inactive have numbers as strong as hits
The depositor's hits bear a star; x = no result given. Random draw from the library; 4.1% or so of the library scored in one or more.

SMILES	OXTR agonist	OXTR potentiator	V1aR counter	MEKK2mut PB1 HTS	GalR3 antagonist	GPR7 antagonist	MEKK2wt PB1 HTS	PfM18AAP inh	NALP1 inh
CCOC(=O)C1=NNC2(CC(=O)N(c3cccc(C)c3)C2=O)C1 (configuration not stated)	0.0	-4	0.6	1	-1	4	98	0	x
CCCCc1ccc(/C=C2\C(=O)c3ccccc3C(O)=C2C(=O)OCC)cc1	-1.1	-7	1.9	-1	x	1	92	-8	39
CC(=O)Nc1ccc(CN2CCN(C3CCCCC3)C(CCO)C2)cc1 (configuration not stated)	0.9	6	0.7	-5	2	-7	92	0	2
O=C(O)/C(=C\c1cccs1)Sc1nnc(-c2ccc(F)cc2)o1	-1.1	-20	1.3	0	-7	-7	102	16	-2
O=C(NCCN1CCOCC1)/C(=C/c1ccc(F)cc1)NC(=O)c1ccccc1	-0.1	-1	-0.1	-13	2	1	78	-11	13
O=C(OCc1c(-c2ccccc2)ncc2ccccc12)c1cccc(Br)c1	-1.7	0	-0.8	x	-7	x	x	x	x
CC(=O)c1c(C)[nH]c(C(=O)CSc2nnc(C)s2)c1C	2.0	-1	1.4	-1	-4	-10	95	8	4
Cc1ccc2[nH]c3c(c2c1)CN(C(C)C)CC3	0.8	-11	1.0	14	-12	-8	121	13	19
N=c1c(C(=O)NC2CCCCC2)cc2c(=O)n3ccccc3nc2n1CCc1ccccc1	-0.4	-3	-0.4	10	-4	32*	105	2	24
Cc1cc(NC(=O)COC(=O)c2ccc([N+](=O)[O-])cc2Cl)no1	-0.7	-8	-0.1	x	-5	x	x	x	x
N#CC(=C1CCCC1)c1nc(-c2ccccc2)cs1	-1.1	8	0.3	x	1	-12	x	-2	3
Cc1cc(C)c(S(=O)(=O)N2CCN(S(=O)(=O)N3CCCCCC3)CC2)c(C)c1	0.9	0	2.1	-4	-5	2	90	7	0

An excerpt from above in order of molecular weight, largest number first:
SMILES	OXTR agonist	OXTR potentiator	V1aR counter	MEKK2mut PB1 HTS	GalR3 antagonist	GPR7 antagonist	MEKK2wt PB1 HTS	PfM18AAP inh	NALP1 inh
N=c1c(C(=O)NC2CCCCC2)cc2c(=O)n3ccccc3nc2n1CCc1ccccc1	-0.4	-3	-0.4	10	-4	32*	105	2	24
Cc1cc(C)c(S(=O)(=O)N2CCN(S(=O)(=O)N3CCCCCC3)CC2)c(C)c1	0.9	0	2.1	-4	-5	2	90	7	0
O=C(OCc1c(-c2ccccc2)ncc2ccccc12)c1cccc(Br)c1	-1.7	0	-0.8	x	-7	x	x	x	x
CCCCc1ccc(/C=C2\C(=O)c3ccccc3C(O)=C2C(=O)OCC)cc1	-1.1	-7	1.9	-1	x	1	92	-8	39
CC(=O)Nc1ccc(CN2CCN(C3CCCCC3)C(CCO)C2)cc1 (configuration not stated)	0.9	6	0.7	-5	2	-7	92	0	2
O=C(O)/C(=C\c1cccs1)Sc1nnc(-c2ccc(F)cc2)o1	-1.1	-20	1.3	0	-7	-7	102	16	-2
Cc1cc(NC(=O)COC(=O)c2ccc([N+](=O)[O-])cc2Cl)no1	-0.7	-8	-0.1	x	-5	x	x	x	x
CCOC(=O)C1=NNC2(CC(=O)N(c3cccc(C)c3)C2=O)C1 (configuration not stated)	0.0	-4	0.6	1	-1	4	98	0	x
CC(=O)c1c(C)[nH]c(C(=O)CSc2nnc(C)s2)c1C	2.0	-1	1.4	-1	-4	-10	95	8	4
N#CC(=C1CCCC1)c1nc(-c2ccccc2)cs1	-1.1	8	0.3	x	1	-12	x	-2	3
Cc1ccc2[nH]c3c(c2c1)CN(C(C)C)CC3	0.8	-11	1.0	14	-12	-8	121	13	19

(continued)
SMILES	OXTR agonist	OXTR potentiator	V1aR counter	MEKK2mut PB1 HTS	GalR3 antagonist	GPR7 antagonist	MEKK2wt PB1 HTS	PfM18AAP inh	NALP1 inh
O=C(CSCc1ccccc1)Nc1ccc(S(=O)(=O)N2CCOCC2)cc1	2.9	-11	5.4	0	-2	8	104	6	-3
CCOc1ccc(CN(C)C(=O)c2ccc3ccccc3n2)cc1	1.4	-7	1.0	3	0	-3	109	2	8
Cc1cccn2c(=O)nc(SCC(=O)Nc3ccc4c(c3)OCO4)nc12	-0.3	5	0.6	x	-4	x	x	x	x
O=C1CC(=O)CC(c2ccccc2)C1	-1.3	-3	0.4	1	-1	-16	101	-3	-22
CC(C)CCN1CCN(Cc2cccn2-c2ccccn2)CC1CCO (configuration not stated)	0.4	-7	0.4	2	0	-9	96	0	-6
CN1CCN(NC(=O)c2cc([N+](=O)[O-])cc([N+](=O)[O-])c2)CC1	0.8	-3	-0.2	5	3	-13	102	2	12
CC(C)c1cc(CNC(=O)c2ccc(OC3CCN(Cc4ccccn4)CC3)cc2)on1	3.0	-8	3.2	6	1	-14	111	7	20
CC(=O)N1CCOc2cc(S(=O)(=O)NCc3ccc(F)cc3)c(C)cc21	0.3	-11	0.6	5	2	-8	106	1	8
Cc1cccc(-n2ncc3c(N4CCc5ccccc54)ncnc32)c1	0.5	0	0.6	x	x	-7	x	-10	-10
COc1ccc(OC)c(Cc2nnc(CCC(=O)NCc3ccsc3)o2)c1	0.7	-15	-1.0	-8	-6	5	93	3	10
CCOC(=O)c1c(S(=O)(=O)NCCc2ccccc2)c(C)n(C)c1C	-1.9	-8	-1.0	1	3	9	100	-3	13
CC1Cc2cc(S(=O)(=O)N3CCN(c4cccc(Cl)c4)CC3)ccc2N1C(=O)C1CC1 (configuration not stated)	0.4	-2	1.5	-4	-8	2	94	-9	29
CSc1nnc2c(n1)OC(C)=Nc1ccccc1-2	-1.2	-5	-1.1	9	-2	-2	101	3	-8
Nc1ccc2oc(-c3cccc(Br)c3)nc2c1	3.3	-5	0.7	2	x	2	107	6	14
CCCCCCCCOc1ccc(C2OC34CCCCC3C(C#N)(C#N)C2(C#N)C(=N)O4)cc1 (configuration not stated)	1.3	4	3.8	10	x	-12	94	-9	3
CC(C)(C)n1nnnc1CN(Cc1ccco1)Cc1cc2cc3c(cc2[nH]c1=O)OCO3	-1.0	-10	0.2	1	3	1	97	24	22
CCCCCn1c(N2CCN(c3cccc(Cl)c3)CC2)nc2c1c(=O)[nH]c(=O)n2C	-1.5	-5	-0.4	1	-3	-1	94	-10	5
CCCc1cc(=O)[nH]c(SCC(=O)c2c(N)n(C3CC3)c(=O)[nH]c2=O)n1	0.3	1	0.6	x	-5	x	x	x	x
CCN(c1cccc(C)c1)S(=O)(=O)c1cccc(C(=O)O)c1	-0.6	1	1.0	6	-5	1	102	7	52
CCS/C(N)=N/N=C/c1cc(C)ccc1O	2.1	4	1.3	3	-4	-6	102	31*	4
CCOC(=O)C1=C(C)NC(=S)NC1c1ccco1 (configuration not stated)	-1.7	-5	-0.9	3	-7	-12	96	35*	27
CC1=C(C(=O)OCC(Br)(Br)Br)C(c2ccc(Br)cc2)NC(=O)N1CCCC(=O)O (configuration not stated)	x	x	x	-5	x	-4	98	2	28
CSc1cccc(CN2CCC(n3nccc3NC(=O)C3CC3)CC2)c1	1.6	-6	1.1	6	-8	-10	110	2	-4
CCOC(=O)c1c(O)c2ccccc2n(-c2ccccc2)c1=O	-1.3	-11	0.1	11	0	-5	106	1	11
O=C(c1ccc2c(c1)C(=O)N(CCCO)C2=O)c1ccc2c(c1)C(=O)N(CCCO)C2=O	0.5	-6	1.3	0	0	-10	102	-14	-1
O=C(CSc1nnc(CCCN2C(=O)c3cccc4cccc(c34)C2=O)n1-c1ccccc1)N1CCCCC1	-3.2	-5	0.3	11	2	-8	82	-5	20
COc1ccccc1NC(=O)C1=C(C)Nc2nc(-c3cccs3)nn2C1c1cccc(O)c1 (configuration not stated)	0.4	0	-0.3	x	-6	-5	x	-23	6
COCc1cc(C)n(CC(=O)Nc2ccc(N3CCOCC3)cc2)c(=O)c1C#N	0.5	-8	1.1	x	-5	x	x	x	x
Cn1c(SCC(=O)Nc2ccc(N3CCOCC3)c(Cl)c2)nnc1C(O)c1ccccc1 (configuration not stated)	-0.2	-6	0.0	3	-2	-7	99	-3	x
CC(Oc1ccc(-c2nccc(-c3ccccn3)n2)cc1)C(=O)NN (configuration not stated)	-0.3	-5	-0.1	x	2	-9	x	5	2
Cc1ccc(NC(=O)C2CCN(C(=O)N3CCOc4ccccc43)CC2)cc1	0.8	-5	1.2	4	x	-3	96	8	4
CNC[C@H]1Oc2ccc(NC(=O)Cc3cn(C)c4ccccc34)cc2CC(=O)N([C@@H](C)CO)C[C@H]1C	0.3	-3	0.2	x	-3	x	x	x	x
O=c1[nH]cnc2c1nnn2Cc1ccccc1	2.9	-6	1.4	-5	-3	-2	96	-2	5
O=C(c1ccccn1)N1CCN(c2cccc(C(F)(F)F)c2)CC1	0.0	-7	1.1	3	-7	-7	104	3	-6
CC(Nc1ccc(N2CCOCC2)cc1)C(=O)N1c2ccccc2CC1C (configuration not stated)	-0.8	-21	0.3	0	-3	8	100	-30	2
Cc1sc2nc(CSCC(=O)N(CCC#N)c3ccccc3)[nH]c(=O)c2c1C	-0.3	-10	0.9	-6	-3	-5	88	-1	10
Cc1cccc(C(=O)NNC(=O)C2CCCO2)c1 (configuration not stated)	1.1	-3	1.1	-3	-2	-9	94	3	4
COc1ccc(C(=O)Sc2nncc3ccccc23)cc1	-1.3	-12	-0.8	-2	7	2	93	4	1
CN(CC(=O)Nc1cccc(F)c1)C(=O)CCSc1ccc(F)cc1	4.1	-13	4.3	x	-3	x	x	x	x
O=[N+]([O-])c1cc(S(=O)(=O)N2CCCC2)ccc1SCCO	-0.3	-5	1.8	-2	0	-8	98	-3	33
Cc1cc(NC(=O)CCc2ccccc2)c([N+](=O)[O-])cc1C	-2.0	-1	1.9	-2	-5	-2	97	-5	18
CCN(CC(=O)Nc1c(F)cccc1F)C(=O)Cc1csc(-c2ccccc2)n1	1.7	0	-0.9	x	0	x	x	x	x
COc1ccc(-c2ccc(C)cc2)cc1[C@H]1[C@@H]2C=CCC[C@@]2(C)C(=O)N1Cc1ccccc1	0.6	-3	-0.3	1	-5	x	85	x	9
Cc1cc(-c2ccc(C(C)C)c(S(=O)(=O)Nc3cc(C)on3)c2)on1	-0.4	-5	-0.5	-4	-7	-9	98	-17	-7
COc1cccc(/C=N/Nc2nnc3c(n2)[nH]c2ccccc23)c1OC	-2.1	-9	-2.8	-6	-1	-7	102	2	x
CCOC(=O)C1=C(O)/C(=C/c2cc(OC)c(OC)c(OC)c2)N=C1C	0.3	-1	-0.2	6	-4	14	106	-1	8
